# TRPC4 inh: inhibitors of mouse TRPC4 channel; Q9QUQ5; HEK293 TRPC4beta/mu-opioid, DAMGO-evoked Fluo4 calcium flux; hits give low values; B-score at 10 µM; hit rate 0.39% among 300,000;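 active = B-score over 3 SD under the library average, no early fluorescence shift, positive overall ratio signal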
#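 Test system – stable TRPC4beta/mu-opioid receptor HEK293 cells · Probe or stimulus – DAMGO, a submaximal dose followed by a maximal one · Dosing – one concentration per compound · Signal – Fluo4 calcium fluorescence by kinetic imaging, 5 s 1 Hz baseline · Evaluation – per-well B score of integrated baseline-normalized Fluo4 ratio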
# TRPC4 act: TRPC4 (mouse) channel activation; HEK293 TRPC4beta/mu-opioid, Fluo4 calcium fluorescence; hits give high values; B-score at 10 µM; hit rate 0.49% among 310,000; AID 2237;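 active = B-score above 5 SD of library B-scores, and initial fluorescence ratio not above library mean plus 5 SD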;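 also: positive B-score marks a calcium rise read as TRPC4 activation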
#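 System: HEK293 cells stably co-expressing mouse TRPC4beta and mu-opioid receptor; Schedule: Fluo4 dye loading 45 min at room temperature, 110 s recording; Detection: Fluo4 fluorescence, kinetic; Evaluation: B-scored integrated calcium fluorescence ratio; Controls: buffer (low) and maximal DAMGO (high).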
# MrgX1 antag: blocks BAM8-22 activation of human MrgX1 receptor; MRGX1-HEK293 calcium flux, Fluo-4, BAM8-22 antagonism; hits give low values; Q96LB2; hit rate 1.3% among 310,000; B-score at 10 µM; AID 588676;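 active = calcium-response B-score plate-corrected more than 3 library SD below zero, starting fluorescence within 5 deviations, no agonist response on first addition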;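 also: peak minus trough fluorescence over baseline after final BAM8-22 challenge near maximal dose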
# ANO1 block: mouse TMEM16A channel inhibition, primary screen. Q8BHY3. HEK293 TMEM16A/YFP iodide influx fluorescence, ionomycin. normalized B-score (activity score, 25-100; higher = stronger inhibition) at 10 µM. hit rate 1.2% among 310,000;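 active = ratio plate-corrected score three or more library SD toward inhibition, starting fluorescence score within five deviations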;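 also: score derived from kinetic fluorescence span divided by baseline fluorescence per well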
# MrgX1 allo act: human MrgX1 positive allosteric modulation, primary screen; B-score at 10 µM; hit rate 0.63% among 310,000; AID 588675; MrgX1-HEK293, Fluo-4 calcium flux, FDSS; hits give high values; Q96LB2;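 active = plate-corrected calcium response at least 3 library SD above typical, normal starting fluorescence, not activating the receptor alone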;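 also: compound read alongside a low EC10 to EC30 dose of BAM8-22 agonist; peak minus trough fluorescence over baseline measured at the second addition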
# TMEM16A act: activators or potentiators of mouse TMEM16A chloride channel. B-score at 10 µM. HEK293 TMEM16A/YFP-H148Q/I152L, iodide quench fluorescence; hits give low values. Q8BHY3. hit rate 0.3% among 340,000;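 active = fluorescence-ratio B-score plate-corrected deviation score at least 3 library SD below zero, with starting fluorescence score within 5 deviations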;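 also: channel opened by trigger with iodide after compound preincubation; score built on the fluorescence ratio of max minus min over baseline; more negative score means more quench and so TMEM16A activation or potentiation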
# TRPC6 activator: activators of mouse TRPC6 channel; HEK293-TRPC6 membrane potential dye fluorescence; hits give high values; B-score at 10 µM; hit rate 0.13% among 310,000;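 active = B-score of the integrated fluorescence ratio above library mean plus 3 SD, and starting fluorescence ratio within library mean plus 5 SD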;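 also: higher score means more depolarization so channel activation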
# Target sequence (Q61143 whole entry, looked up): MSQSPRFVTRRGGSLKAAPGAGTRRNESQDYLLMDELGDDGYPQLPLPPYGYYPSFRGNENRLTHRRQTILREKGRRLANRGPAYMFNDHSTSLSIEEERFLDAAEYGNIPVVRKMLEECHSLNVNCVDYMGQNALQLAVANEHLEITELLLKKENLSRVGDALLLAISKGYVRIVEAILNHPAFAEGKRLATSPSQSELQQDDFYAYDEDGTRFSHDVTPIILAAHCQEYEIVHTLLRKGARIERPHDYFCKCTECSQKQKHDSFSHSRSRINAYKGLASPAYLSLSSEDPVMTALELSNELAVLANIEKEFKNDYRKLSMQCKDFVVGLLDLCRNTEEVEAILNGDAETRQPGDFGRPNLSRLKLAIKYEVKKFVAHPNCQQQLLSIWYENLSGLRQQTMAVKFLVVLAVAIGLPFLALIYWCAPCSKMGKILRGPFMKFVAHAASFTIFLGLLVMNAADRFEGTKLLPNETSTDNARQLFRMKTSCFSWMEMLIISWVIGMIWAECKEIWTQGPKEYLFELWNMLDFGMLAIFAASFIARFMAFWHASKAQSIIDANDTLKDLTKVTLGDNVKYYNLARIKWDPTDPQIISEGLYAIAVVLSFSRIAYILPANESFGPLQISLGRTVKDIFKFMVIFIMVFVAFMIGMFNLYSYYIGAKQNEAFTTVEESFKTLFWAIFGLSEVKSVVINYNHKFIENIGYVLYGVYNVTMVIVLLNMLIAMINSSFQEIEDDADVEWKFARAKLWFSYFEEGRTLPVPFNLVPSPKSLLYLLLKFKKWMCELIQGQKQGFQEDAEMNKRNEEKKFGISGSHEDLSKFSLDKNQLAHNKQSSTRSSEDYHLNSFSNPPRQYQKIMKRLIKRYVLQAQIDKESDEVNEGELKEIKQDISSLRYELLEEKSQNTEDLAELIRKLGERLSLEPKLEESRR
# RGS4 block: inhibitors of human RGS4; P49798; hit rate 0.45% among 310,000; B-score at 10 µM; HEK293 M3R/RGS4 inducible, Fluo-4 calcium flux; hits give high values; triggered by carbachol at its EC20;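 active = B-score, a plate-corrected calcium signal, over three deviations above library mean, with baseline fluorescence within five deviations of library mean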;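 also: RGS4 expression induced by doxycycline in cells with stable M3 receptor; B-score is computed from the integrated fluorescence ratio over baseline after carbachol; higher B-score means a larger calcium signal and so more RGS4 inhibition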
# TRPC4 potent: allosterically enhances the mouse TRPC4 cation channel. HEK293 TRPC4beta/mu-opioid, DAMGO EC20, Fluo-4 Ca2+ flux; hits give high values. B-score at 10 µM. hit rate 0.42% among 310,000. AID 2227;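 active = B-score of calcium response area above 5 SD of library B-scores, with initial fluorescence ratio within 5 SD of library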;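 also: B-score of integrated fluorescence ratio over time as area under calcium response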
# MrgX1 agonist: activates human MrgX1 receptor signaling; hit rate 0.44% among 310,000; B-score at 10 µM; Q96LB2; MrgX1-HEK293 cells, Fluo-4 calcium fluorescence, agonist mode; hits give high values;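 active = calcium response B-score plate-corrected fluorescence ratio at least 3 library SD, with starting fluorescence B-score inside 5 SD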
#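 Assay system: MrgX1-expressing HEK293 cells / Amount: fifteen thousand cells per well / Doses: test compound in the initial addition of three / Timing: cells plated overnight, dye loaded 0.5 h 37 °C, 0.5 h room temperature / Technique: kinetic calcium dye fluorescence, Fluo-4 NW / Control set: positive and negative controls per plate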
# TRPC6 inhibitor: mouse TRPC6 channel inhibition | AID 2553 | HEK293-TRPC6, membrane potential dye, ACh-evoked depolarization; hits give low values | B-score at 10 µM | Q61143 | hit rate 1.1% among 310,000;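 active = B-score under library mean minus 3 SD, initial fluorescence not abnormally high, positive integrated signal ratio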;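 also: B-score derived from integrated fluorescence ratio over the kinetic read; more negative B-score means stronger inhibition of depolarization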
# Numbers without * were called inactive; i = inactive; x = not tested or not shown. Random draw from the library; about 5.8% have a hit in one of these screens.
# Screens in order: TRPC4 inh | TRPC4 act | MrgX1 antag | ANO1 block | MrgX1 allo act | TMEM16A act | TRPC6 activator | RGS4 block | TRPC4 potent | MrgX1 agonist | TRPC6 inhibitor
> O=C1c2ccccc2C(=O)N1Cc1ccccn1
 : i | i | i | i | i | i | i | i | i | i | i
> Cc1cnc(C(=O)Nc2cccc(S(=O)(=O)N(C)C)c2)cn1
 : i | i | i | i | i | i | i | i | i | i | i
> CCCCNC(=O)[C@H]1C[C@H]1[C@@H](O)[C@H](CO)NC(=O)[C@H](Cc1ccccc1)NC(=O)OC(C)(C)C
 : i | i | i | i | i | i | i | i | i | i | i
> O=C(O)c1c(-c2ccccc2)c(-c2ccccc2)nc2ccccc12
 : i | i | i | i | i | i | i | i | i | i | i
> CCCc1nc(SCC(=O)c2ccc(OC)cc2)c2ccccc2n1
 : i | i | i | i | i | i | i | i | i | i | i
> COc1ccccc1NC(=O)CCC(=O)OCc1ccc([N+](=O)[O-])cc1
 : i | i | i | i | i | i | i | i | i | i | i
> CC(=O)N1[C@H](C)C=C[C@]1(Cc1ccccc1)C(=O)NCCN1CCOCC1
 : i | i | i | i | i | i | i | i | i | i | i
> CCOC(=O)N1CCN(C(=O)c2cccn3c(=O)c4sccc4nc23)CC1
 : x | x | i | i | i | i | x | x | x | i | x
> COc1ccc(OC(C)C(=O)N(C)Cc2nc(-c3ccccc3)no2)cc1 (configuration not stated)
 : i | i | i | i | i | i | i | i | i | i | i
> Cc1ccc2cc3cc(C(=O)N4CCN(Cc5ccccc5)CC4)sc3nc2c1
 : i | i | i | i | i | i | i | i | i | i | i
> COC(=O)c1ccc(NC(=O)CSCC(=O)OCC(=O)c2ccc(Br)cc2)cc1
 : i | i | i | i | i | i | i | i | i | i | i
> CN(C)C(=S)Nc1ccc([N+](=O)[O-])cc1
 : i | i | i | i | i | i | i | i | i | i | i
> N#CCc1ccc(OC(=O)c2cccnc2)cc1
 : i | i | i | i | i | i | i | i | i | i | i
> CCOC(=O)c1cc(C)[nH]c1C
 : i | i | i | i | i | i | i | i | i | i | i
> O=C(O)c1ccccc1C(=O)c1ccc2c(c1)N(Cc1ccc(Cl)c(Cl)c1)C(=O)CO2
 : i | i | i | i | i | i | i | i | i | i | i
> CC(C)Nc1nc(C#N)nc(NC(C)C)n1
 : i | i | i | i | i | x | i | i | i | i | i
> Cc1ccc(C(=O)N/C(=C\c2ccco2)C(=O)NCCN2CCCCC2)cc1C
 : i | i | i | i | i | i | i | i | i | i | i
> O=C(COc1cccnc1[N+](=O)[O-])c1ccc(Cl)s1
 : i | i | i | i | i | i | i | i | i | i | i
> O=C(O)c1cccc(NCc2cccnc2)c1
 : i | i | i | i | i | i | i | i | i | i | i
> C=CCc1ccccc1OCCNCc1ccccc1
 : i | i | i | i | i | i | i | i | i | i | i
> COc1ccc2c(/C=C/c3cc[n+](C)cc3)c[nH]c2c1
 : i | i | -5.8* | i | i | i | i | i | i | i | i
> COc1ccccc1N1CCN(S(=O)(=O)CCNC(=O)CC2CCCCC2)CC1
 : i | i | i | i | i | i | i | i | i | i | i
> Cc1nnc(SCC(=O)N2CCCC2)n(N)c1=O
 : i | i | i | i | i | i | i | i | i | i | i
> Cc1[nH]n2c(=O)c3c(nc2c1-c1ccc(F)cc1)CCCC3
 : i | i | i | i | i | i | i | i | i | i | i
> CCOC(=O)c1cc(-c2cccnc2)nn1-c1ccccc1C
 : i | i | i | i | i | i | i | i | i | i | i
> O=C(Nc1ccccc1N1CCCC1)C1CCN(S(=O)(=O)c2ccccc2)CC1
 : i | i | i | i | i | i | i | i | i | i | i
> O=C(O)CC1c2ccccc2C=Cc2ccccc21
 : i | i | i | i | i | i | i | i | i | i | i
> CN(C(=O)c1ccco1)c1nnc(-c2ccc(F)cc2)s1
 : i | i | i | i | i | i | i | i | i | i | i
> COc1ccc(OC)c(S(=O)(=O)N(C)CC(=O)N2CCOCC2)c1
 : i | i | i | i | i | i | i | i | i | i | i
> C=CC[n+]1c(/C=C/c2ccc(OC(C)=O)c(OC)c2)ccc2ccccc21
 : i | i | i | i | i | i | i | i | i | i | -8*
> CC(C)c1ccc(NC(=O)Cc2cn(C)c3ccccc23)cc1
 : i | i | i | i | i | i | i | i | i | i | i
> Cc1ccc(S(=O)(=O)N2CCC(=O)N(C(COCc3ccccc3)C(C)C)CC2)cc1 (configuration not stated)
 : i | i | i | i | i | i | i | i | i | i | i
> Cc1cccc(C)c1OCC(=O)Nc1ccncc1
 : i | i | i | i | i | i | i | i | i | i | i
> COc1ccccc1NC(=O)C12CCC(C)(C(=O)C1)C2(C)C (configuration not stated)
 : i | i | i | i | i | i | i | i | i | i | i
> CN1CCN(c2ccc([N+](=O)[O-])c(Sc3nc4ccccc4[nH]3)c2)CC1
 : i | i | i | i | i | i | i | i | i | i | -5.5*
> Cc1ccnc(NC(=O)c2cccc([N+](=O)[O-])c2C)c1
 : i | i | i | i | i | i | i | i | i | i | i
> Cc1cccc(C)c1NC(=O)CN1N=NC2C(=O)N(c3cccc(Cl)c3)C(=O)C21 (configuration not stated)
 : i | i | i | i | i | i | i | i | i | i | i
> O=C(N1CCCC1)C12CC3CCC(CC(C3)C1)C2
 : i | i | i | i | i | i | i | i | i | i | i
> Cc1cccc(CC(C)NC(=O)CCc2nnc(-c3ccccc3)o2)n1 (configuration not stated)
 : i | i | i | i | i | i | i | i | i | i | i
> Cc1ccc(S(=O)(=O)Nc2cccc(Cl)c2)cc1NC(=O)c1cccnc1
 : i | i | i | i | i | i | i | i | i | i | i
> CCCOC1CCCN(C(=O)CCc2nnc(-c3ccc4c(c3)OCO4)o2)C1 (configuration not stated)
 : i | i | i | i | i | i | i | i | i | i | i
> Brc1ccsc1-c1csc(-c2ccncc2)n1
 : i | i | i | i | i | i | i | i | i | i | i
> COc1ccc(-c2cc3ccccc3[nH]2)cc1
 : i | i | i | i | i | i | i | i | i | i | i
> CC(C)OC(=O)CSc1nc2c(c(C3CC=CCC3)c1C#N)CCC2 (configuration not stated)
 : i | i | -6.2* | i | i | i | i | i | i | i | i
> COc1ccc(C2(CN(C(C)=O)C(C)=O)CCCC2)cc1OC
 : i | i | i | i | i | i | i | i | i | i | i
> COc1cc(/C=N/NC(=S)Nc2cccnc2)cc(OC)c1OC
 : i | i | i | i | i | i | i | i | i | i | i
> CC(CCc1ccc(O)cc1)N(C)CCc1ccccc1 (configuration not stated)
 : i | i | i | i | i | i | i | i | i | i | i
> Cc1ccc(CN2CCSc3ccc(C(=O)NC4CCN(Cc5ccccc5)CC4)cc32)cc1
 : i | i | i | i | i | i | i | i | i | i | i
> Cc1cc(C)c2c(c1)/C(=N/NC(=O)c1ccc(O)cc1)CCC2
 : i | i | i | i | i | i | i | i | i | i | i
> O=C(NC(=S)NCCO)c1cn(-c2ccccc2)nc1-c1ccccc1
 : i | i | i | i | i | i | i | i | i | i | i
> COc1ccc(-c2nc(CSCC(=O)NCC3CCCO3)c(C)o2)cc1OC (configuration not stated)
 : i | i | i | i | i | i | i | i | i | i | i
> C/C(CCC1CC(C)(C)OC1=O)=N\NC(N)=S (configuration not stated)
 : i | i | i | i | i | i | i | i | i | i | i
> CCOC(=O)c1cnc2c(-c3ccc(Cl)cc3)c(C)nn2c1N
 : i | i | i | i | i | i | i | i | i | i | i
> NNC(=O)CN1C(c2ccc(Br)cc2)=Nc2ccc(Br)cc2C1c1ccccc1 (configuration not stated)
 : i | i | i | i | i | i | i | i | i | i | i
> Cc1ccc(-c2nnc(-n3ncc(C#N)c3N)c3ccccc23)cc1C
 : i | i | i | i | i | i | i | i | i | i | i
> O=C(c1cc(-c2cccc(O)c2)on1)N1CCc2ccccc2C1
 : i | i | i | i | i | i | i | i | i | i | i
> O=C(NC(=S)N1CCN(c2ccc([N+](=O)[O-])cc2)CC1)c1ccccc1
 : i | i | i | i | i | i | i | i | i | i | i
> CC(=O)N1CCN(S(=O)(=O)c2ccc(C)cc2)C1C (configuration not stated)
 : i | i | i | i | i | i | i | i | i | i | i
> COc1ccc(-c2noc(N3CCC(C(=O)Nc4cc(OC)ccc4OC)CC3)n2)cc1
 : i | i | i | i | i | i | i | i | i | i | i
> O=C1C(Cl)=C(N2CCC(C(=O)O)CC2)C(=O)c2ccccc21
 : i | i | i | i | 15* | i | i | 8.8* | i | i | i

# (next part)
# Screens in order: TRPC4 inh | TRPC4 act | MrgX1 antag | ANO1 block | MrgX1 allo act | TMEM16A act | TRPC6 activator | RGS4 block | TRPC4 potent | MrgX1 agonist | TRPC6 inhibitor
> C=CCn1c(SCC(=O)Nc2ccc(F)cc2)nc2ccccc2c1=O
 : i | i | i | i | i | i | i | i | i | i | i
> CC(Oc1ccccc1)c1ccnc(N)n1 (configuration not stated)
 : i | i | i | i | i | i | i | i | i | i | i
> CC(C)Oc1ccc(C(=O)NCCCNC(=O)c2cccnc2)cc1
 : i | i | i | i | i | i | i | i | i | i | i
> CCCN1CCC(=O)N([C@H](CO)Cc2ccccc2)CC1
 : x | i | i | i | i | i | i | i | i | i | i
> COc1cc(CN2CCN(Cc3ccc(SC)cc3)CC2)cc(OC)c1O
 : i | i | i | i | i | i | i | i | i | i | i
> Cc1cc(C)n(CCC(=O)N/N=C/c2ccc(Br)c([N+](=O)[O-])c2)n1
 : i | i | i | i | i | i | i | i | i | i | i
> O=[N+]([O-])c1cccc(N(CC(O)CN2CCCC2)S(=O)(=O)c2ccccc2)c1 (configuration not stated)
 : -8* | i | i | i | i | i | i | i | i | i | i
> CCOc1ccc(/C=N/NS(=O)(=O)c2ccc(C)cc2)cc1OC
 : i | i | i | i | i | i | i | i | i | i | i
> Cc1nc2cc(-c3ccsc3-n3c(C)ccc3C)[nH]n2c(=O)c1Cl
 : i | i | i | 100* | i | i | i | i | i | i | i
> COc1ccc(Cl)cc1C(=O)NNC(=O)c1cccnc1
 : i | i | i | i | i | i | i | i | i | i | i

# Screening data from PubChem.
